RAD54 branch: blocks human RAD54 Holliday junction branch migration. Q92698. FAM/BHQ fluorescence. inhibition, % at 10.4 µM. 360,000 compounds, 0.14% hits;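 active means mean normalized replicate activity at least 40 and at least half of replicates scoring 40 or more; inconclusive means only one of the two criteria met; inactive means mean below 40 and under half of replicates reaching 40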;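 further: 0% = median of neutral control wells and 100% = median of positive control wells; inhibitors cause a drop in the FAM fluorescence signal; in these data hits start at about 50%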
ERp5 inh: blocks human ERp5 reductase activity on insulin | Q15084 | ERp5 insulin aggregation, absorbance 650 nm, 90 min | inhibition, % at 9.99 µM | 350,000 compounds, 0.05% hits | AID 651711;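 active means mean replicate inhibition above about 25%, with every replicate also reaching it, limit read from the data, passing the limit was not always enough; inconclusive means only one of those two criteria met; inactive means neither criterion met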
RAD52 anneal inh: RAD52 (human) annealing inhibition; P43351; recombinant RAD52 DNA annealing, FRET fluorescence; inhibition, % at 18.7 µM; AID 651710; 360,000 compounds, 0.46% hits;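 active means every replicate showing at least 50% inhibition; inconclusive means mean inhibition at least 50% but not in every replicate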
Target sequence (P43351 whole entry, looked up): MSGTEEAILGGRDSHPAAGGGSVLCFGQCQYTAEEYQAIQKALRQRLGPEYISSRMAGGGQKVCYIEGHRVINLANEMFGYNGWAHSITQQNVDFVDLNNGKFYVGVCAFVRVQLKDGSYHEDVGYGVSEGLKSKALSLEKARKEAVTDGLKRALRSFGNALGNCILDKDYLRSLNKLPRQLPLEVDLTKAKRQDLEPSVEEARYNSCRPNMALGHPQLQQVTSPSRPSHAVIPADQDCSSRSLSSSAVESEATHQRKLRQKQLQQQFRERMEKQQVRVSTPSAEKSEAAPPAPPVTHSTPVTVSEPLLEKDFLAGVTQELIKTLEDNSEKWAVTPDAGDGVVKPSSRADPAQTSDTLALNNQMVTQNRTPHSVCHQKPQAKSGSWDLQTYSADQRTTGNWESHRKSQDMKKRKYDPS
Xi reactivation: X-chromosome reactivation activator | XiGFP mouse fibroblasts, % GFP-positive cells imaging, 3 d; cells co-treated with 5-aza-dC sensitizer; scaled so ellipticine positive control = 100% | activation, % at 7.58 µM | 360,000 compounds, 0.055% hits | AID 743238;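 active means mean normalized replicate activation at least 10% and every replicate at or above 10%; inconclusive means only one of the two criteria met; inactive means mean below 10% and not all replicates reach 10%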;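 further: 0% = median of on-plate neutral control wells and 100% = ellipticine 6 µM median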
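Material: XiGFP fibroblasts, SV40-immortalized. Buffer or medium: DMEM plus 5-aza-dC sensitizer. Compound: single concentration per compound, delivered by pin transfer. Times: 3 days compound exposure. Controls: ellipticine 6 µM.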
S100A4 inh HTS: blocks human S100A4 binding to myosin IIA peptide. 360,000 compounds, 0.14% hits. P26447. S100A4/TAMRA-MyoIIA peptide fluorescence polarization. inhibition, % at 10.7 µM. AID 652163;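 active means mean inhibition of at least 70% across replicates, with every replicate also reaching that level; inconclusive means mean inhibition reaches 70% but some replicates fall short; inactive means mean inhibition below 70%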
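assay system = human S100A4 monomer with TAMRA-labelled myosin IIA peptide | also added = labelled myosin peptide probe, 5 nM | incubation = 5 min between mix addition and reading | control set = DMSO and TFP controls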
E-sel inducer: induces E-selectin expression in human endothelial cells; P16581; HUVEC E-selectin immunofluorescence imaging; normalized: neutral wells 0, TNF-alpha wells 100; activation, % at 7.58 µM; 260,000 compounds, 0.37% hits; AID 686992;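 active means mean E-selectin-positive cell signal at least 10% of the positive control, reached in at least 60% of replicates, without over 20% cell loss; inconclusive means no rule given, readout overlaps actives, possibly toxicity-flagged; inactive means the rest, including those meeting only one limit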;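 further: in these data hits start at about 27%; measured in HUVEC primary endothelial cells; signal is the percent of cells scored E-selectin positive by PE staining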
Target sequence (P16581 whole entry, looked up): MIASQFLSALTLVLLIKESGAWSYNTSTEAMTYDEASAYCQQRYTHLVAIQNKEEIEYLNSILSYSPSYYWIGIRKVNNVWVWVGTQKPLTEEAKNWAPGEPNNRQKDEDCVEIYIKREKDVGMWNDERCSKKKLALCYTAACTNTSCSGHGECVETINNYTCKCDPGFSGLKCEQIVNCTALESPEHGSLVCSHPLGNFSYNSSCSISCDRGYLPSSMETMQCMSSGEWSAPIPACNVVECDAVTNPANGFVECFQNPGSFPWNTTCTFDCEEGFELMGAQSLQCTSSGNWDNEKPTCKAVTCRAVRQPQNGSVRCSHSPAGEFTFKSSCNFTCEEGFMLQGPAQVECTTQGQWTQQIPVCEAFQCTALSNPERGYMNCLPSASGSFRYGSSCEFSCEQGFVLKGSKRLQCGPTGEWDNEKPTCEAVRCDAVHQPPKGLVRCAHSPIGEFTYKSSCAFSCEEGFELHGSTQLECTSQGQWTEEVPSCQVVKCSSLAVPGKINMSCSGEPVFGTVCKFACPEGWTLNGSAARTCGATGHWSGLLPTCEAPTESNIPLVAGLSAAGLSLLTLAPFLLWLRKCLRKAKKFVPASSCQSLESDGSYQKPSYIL
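Test system: HUVEC; input: 3,000 HUVEC/well; measured by: immunofluorescence imaging; read-out: % PE-positive cells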
esBAF inh: SWI/SNF esBAF complex inhibition. mouse ES cells, Bmi1-luciferase knock-in reporter, 24 h; 100% = twice the neutral-well signal. AID 602393. reporter increase, % at 12.5 µM. 350,000 compounds, 2% hits; in the data active means activation above about 40%; inconclusive means no clear call, values can overlap the other calls;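 further: 0% = median of the plate's neutral control wells and 100% = double that signal; a rise in the Bmi1 reporter signal indicates esBAF inhibition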
ERAP1 inh: inhibitors of human ERAP1 aminopeptidase | 340,000 compounds, 0.15% hits | AID 652197 | Q9NZ08 | recombinant ERAP1, Leu-AMC fluorescence, 60 min | inhibition, % at 10.7 µM;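 active means mean replicate inhibition of at least 30%, or all replicates individually reaching that 30% level; inactive means mean below 30% and not every replicate reaching it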;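 further: 0% = neutral control wells and 100% = L-leucinethiol positive control wells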
* = called active by the depositor; ? = inconclusive; / = not tested or not shown; & = joins results of further samples.

SMILES	RAD54 branch	ERp5 inh	RAD52 anneal inh	Xi reactivation	S100A4 inh HTS	E-sel inducer	esBAF inh	ERAP1 inh
COc1ccc(OCCC(=O)OCC(=O)NC2CCCCCCC2)cc1	/	0	-8	0.1	-1	/	/	7
CCC(C)(C)n1nnnc1CN1CCN(c2ccc(OC)cc2)CC1	/	3	-2	-0.1	1	/	/	0
CC(=O)N1CCN(c2ccccc2NC(=O)c2cccs2)CC1	4	9	-17	0.3	-13	0.0	0	2
C[C@H]1CN([C@@H](C)CO)C(=O)CCCn2nncc2CO[C@@H]1CN(C)Cc1cccc(C(=O)O)c1	1&-5	-4&-8	-2&-7	0.4&0.4	-3&-4	0.2&-0.2	-4&-1	-1&0
CN(C(=O)c1cccs1)c1ccc(OCC(=O)Nc2ccc(C(=O)O)cc2)cc1	0	1	-6	0.2	-1	/	/	-4
C=CC(=O)N1C/C(=C/c2ccc(Cl)cc2)C(=O)/C(=C\c2ccc(Cl)cc2)C1	/	-6	-18	0.4	3	-0.6	/	12
CN(C)CCCNC(=O)[C@@H]1[C@@H](CO)[C@@H]2Cn3c(ccc(-c4ccc(F)cc4)c3=O)[C@H]1N2C	9	-11	-3	0.3	5	0.1	-1	3
Cc1ccc(S(=O)(=O)Nc2ccc3c(c2)C(=O)N([C@@H](C)CO)C[C@H](C)[C@@H](CN(C)CC2CCCCC2)O3)cc1	1	-1	5	0.5	10	1.4	2	-2
COc1ccccc1CNC(=O)COC(=O)c1cccc(-n2cnnn2)c1	13	0	-9	-0.5	-1	/	-6	-1
Cc1cc(C(=O)CCC(=O)N2CCN(c3ccccc3)CC2)c(C)s1	-5	0	-3	0.1	1	0.5	/	2
CC(C)(O)c1[nH]c2cc(C(F)(F)F)ccc2c1C(C)(C)O	-7	-7	-9	0.0	-4	0.9	19	0
CCN(CC)S(=O)(=O)c1ccc2c(c1)c(=O)c(C(=O)N1CCN(c3ccccn3)CC1)cn2C	-5	2	-6	0.0	-4	0.1	-3	-2
CNC[C@@H]1OCCCC[C@H](C)Oc2ccc(NS(=O)(=O)c3cn(C)cn3)cc2C(=O)N([C@H](C)CO)C[C@@H]1C	0	/	/	0.0	/	-0.1	-6	/
C[C@@H]1CCCCO[C@@H](CN(C)Cc2ccc(C(=O)O)cc2)[C@H](C)CN([C@H](C)CO)C(=O)c2cc(NC(=O)c3ccccc3)ccc2O1	-1	-11	8	0.0	-4	-0.1	-3	-2
CCOC(=O)c1ccc(N2CCCCC2)c(NS(=O)(=O)c2cccc(C(F)(F)F)c2)c1	2	-3	-11	0.1	-5	/	12	/
CCCN(CCC)Cc1cc(=O)oc2cc(C)cc(C)c12	-2	-5	-11	0.0	-5	-0.1	-6	-4
O=C(O)CSc1nc2ccccc2n1C1CCCCC1	/	-11	-19	0.5	-2	0.9	/	-2
O=C(c1cnc2ccccn2c1=O)N1CCc2ccccc21	2	-3	-6	/	1	/	-2	1
Cc1noc(C)c1S(=O)(=O)Nc1ccc2c(c1)CC(=O)N([C@@H](C)CO)C[C@@H](C)[C@@H](CN(C)S(=O)(=O)c1ccc(F)cc1)O2	-11	1	-8	-1.1	5	-0.1	0	2
O=C(NC1CCCC1)C(c1ccsc1)N(C(=O)Cc1cccs1)c1ccccc1 (configuration not stated)	2	2	5	/	1	/	3	-9
Fc1cccc(CNc2ncnc3ccc(-c4ccc5c(c4)OCO5)cc23)c1	-10	0	-17	0.0	-1	/	-9	0
Cc1ccc(S(=O)(=O)Nc2ccc(-n3cnnn3)cc2)c(C)c1	-7	-6	-17	0.0	-7	-0.8	5	1
CCOC(=O)c1csc(CCNC(=O)c2oc3c(Cl)cc(C)cc3c2C)n1	0	-1	1	0.0	-2	0.8	11	3
Cc1csc(NC(=O)COc2ccc3c(C)cc(=O)oc3c2)n1	-2	-1	-11	/	-2	/	21	2
COc1ccc(OC(=O)c2ccc(OC)c(S(=O)(=O)N3CCOCC3)c2)cc1	-17	3	0	-0.1	0	0.0	-6	0

Continuation:
SMILES	RAD54 branch	ERp5 inh	RAD52 anneal inh	Xi reactivation	S100A4 inh HTS	E-sel inducer	esBAF inh	ERAP1 inh
O=C(COC(=O)/C=C/c1cccs1)NC1CC1	/	-1	-19	0.0	5	/	/	-4
CC(C)C#Cc1ccc([C@@H]2[C@@H](CO)N3C(=O)CN(C(=O)NC4CCCC4)C[C@@H]23)cc1	/	7	-3	0.0	-8	0.2	/	-5
O=C(Nc1nc2cc3c(cc2s1)OCCO3)c1cccs1	/	-6	-10	0.4	4	-0.7	-57	/
COc1ccc(OCc2cc(C(=O)N(C)CCC3CCOCC3)no2)c(Cl)c1	2	-5	-18	0.0	2	/	58*	-1
CN(CC1CCCO1)S(=O)(=O)c1ccc(C(=O)Nc2ccc(S(N)(=O)=O)cc2)cc1 (configuration not stated)	-1	0	-13	0.0	2	-0.3	-1	-2
O=C(Nc1ccc(Cl)cc1)N1C[C@H]2[C@@H](c3ccccc31)[C@H](CO)N2C(=O)C1CC1	-5	0	-7	0.2	-2	0.1	11	-2
CCC1(c2ccccc2)NC(=O)N(CC(=O)Nc2cc(C(F)(F)F)ccc2N2CCCC2)C1=O (configuration not stated)	/	4	-11	-0.1	1	-0.6	/	-2
C[C@H](NC(=O)C1(c2ccccc2)CCN(C(=O)OC(C)(C)C)CC1)C(=O)N[C@@H](C(=O)O)c1ccccc1	-22	-3	-9	/	1	/	1	14
O=C(CN1CCN(Cc2ccccc2)CC1)NNC(=O)c1ccccc1	-2	-3	-1	0.2	-2	1.3	-3	-5
C[C@@H]1CCCCO[C@H](CN(C)Cc2ccccc2)[C@H](C)CN([C@@H](C)CO)C(=O)c2cc(NS(=O)(=O)c3ccc(Cl)cc3)ccc2O1	0	-5	54*	-0.1	-3	/	5	0
CN1C(=O)c2cc(NC(=O)Cc3cccs3)ccc2OC[C@@H]2O[C@@H](CC(=O)NCCCN3CCOCC3)CC[C@H]21	9	5	13	0.2	0	0.2	6	-1
COc1cccc(CC(=O)NCC2COc3ccccc3O2)c1OC (configuration not stated)	11	-3&1	-56&-16	/	-1&-3	/	5	-1&0
CC(C)[C@H](NC(=O)c1c(F)cccc1F)C(=O)OCC(=O)NNC(=O)c1ccccc1	8	-2	8	-0.1	0	0.5	-2	-4
C[C@@H]1CN([C@@H](C)CO)S(=O)(=O)c2ccc(C#CC3CC3)cc2O[C@@H]1CN(C)Cc1ccncc1	-10	6	11	-0.3	3	-0.3	-3	0
O=C1CCCc2cc3c(cc21)CC1(C3)Cc2cc3c(cc2C1)C(=O)CCC3	/	1	-4	0.4	0	/	/	-4
CC(=O)NCCc1nc2ccccc2n1CCOc1ccccc1C	1	2	-5	-0.7	-9	/	/	1
COc1ccc2c3c(n(C)c2c1)[C@@H](CO)N(C(=O)C1CCCC1)CC31CN(C)C1	/	-4	2	0.0	4	-0.2	/	5
Cn1c(SCc2cccc(Br)c2)nnc1-c1ccccn1	6	3	-11	-0.1	-6	-0.1	24	4
O=c1[nH]c(CSc2ccccc2)nc2c1oc1ccccc12	/	1	-10	0.1	-14	0.2	/	4
CCCCN1C(=N)N([C@@H](C)CN2CCC[C@H]2CN2C(N)=NC[C@H]2CC(C)C)C[C@H]1Cc1ccccc1	1	5	0	-0.1	-1	0.1	1	/
COc1ccc(C(CNC(=O)c2cc(S(=O)(=O)NCc3ccco3)ccc2C)N(C)C)cc1 (configuration not stated)	-1	3	-24	-0.1	3	-2.4	-2	1
COc1ccc(/C=N/Nc2ncccc2[N+](=O)[O-])c(OC)c1	/	-1	-10	0.1	-7	/	/	0
Cc1noc(C)c1COc1ccc(C(=O)N2CCN(c3ccccn3)CC2)cc1	/	-7	-5	0.0	-2	/	1	2
C[C@H]1CN([C@@H](C)CO)C(=O)c2cc(NC(=O)c3ccncc3)ccc2O[C@H]1CN(C)C(=O)Nc1ccccc1	-5	-1	-2	-0.4	11	-0.2	-2	-3
Cc1ccc(S(=O)(=O)NCc2ccccc2C)cc1	-5	-3	-12	0.0	-14	/	0	0

Some entries already given with just ERAP1 inh.
Molecule	ERAP1 inh
CN(CC1CCCO1)S(=O)(=O)c1ccc(C(=O)Nc2ccc(S(N)(=O)=O)cc2)cc1 (configuration not stated)	-2
O=C(Nc1ccc(Cl)cc1)N1C[C@H]2[C@@H](c3ccccc31)[C@H](CO)N2C(=O)C1CC1	-2
CCC1(c2ccccc2)NC(=O)N(CC(=O)Nc2cc(C(F)(F)F)ccc2N2CCCC2)C1=O (configuration not stated)	-2

More results:
SMILES	RAD54 branch	ERp5 inh	RAD52 anneal inh	Xi reactivation	S100A4 inh HTS	E-sel inducer	esBAF inh	ERAP1 inh
CCN1[C@@H]2c3ccc(-c4ccc(F)cc4)c(=O)n3C[C@H]1[C@H](CO)[C@H]2C(=O)Nc1nccs1	-2	7	2	0.1	0	-0.2	-2	0
O=C(COc1ccccc1F)NNC(=O)c1ccc(F)c(S(=O)(=O)N2CCOCC2)c1	4	1	-20	0.3	1	0.0	-1	-1
N#Cc1c(NC(=O)COC(=O)c2nccnc2N)sc2c1CCCC2	-3	7	-6	0.2	-3	?	4	1
Cc1ccc(NC(=O)C2CCCN2C(=O)NCc2ccccc2)cc1 (configuration not stated)	4	-2	-7	0.2	-3	/	2	5
c1nc(Nc2ccc(N3CCOCC3)cc2)c2ccsc2n1	9	6	-4	-0.1	-5	/	30	-6
CCC/C=C/c1ccc(CN2C(C)C(=O)N(Cc3cn(Cc4ccco4)nn3)CCS2(=O)=O)cc1 (configuration not stated)	-9	-3	-26	0.1	-7	-0.1	-2	-1
N#C[C@@H]1[C@H](c2ccc(-c3ccccc3)cc2)[C@@H](CO)N1C(=O)Cc1ccccc1	7	-1	-79	0.0	-2	0.0	1	1
COc1ccc(Cl)cc1NC(=O)CN(C)CC(=O)Nc1cccc(S(=O)(=O)N2CCCC2)c1	1	4	2	0.2	-2	/	-4	2
O=C(NCCC1=CCCCC1)c1cc(-c2ccccn2)nc2ccccc12	6	-1	-5	0.0	-4	/	2	-2
O=C(Nc1ccc(F)cc1)Nc1sccc1-c1nc2ccccc2s1	0	-2	-39	0.0	-14	/	/	/
S=C(Nc1cccc(Cl)c1)N(CCCN1CCCC1)Cc1cccn1Cc1ccc(Cl)cc1	-5	1	-26	0.5	7	-2.4	/	0
CCc1ccc(C(=O)COC(=O)[C@@H](NC(N)=O)[C@@H](C)CC)cc1	/	2	-20	0.0	-1	-0.5	/	-8
COc1cccc(S(=O)(=O)N[C@@H]2CC[C@@H](CCn3cc(-c4ccccc4OC)nn3)O[C@@H]2CO)c1	2	0	7	1.2	56	-0.2	7	-1
CCCCNC(=O)c1ccc2c(OCC)n(CCCC)nc2c1	-2	?	-8	0.0	1	0.1	-6	-2
O=C(C[C@H]1CC[C@H]2[C@@H](COC[C@@H](O)CN2S(=O)(=O)c2ccccc2)O1)NCC1CCCCC1	9	-1	34	0.1	6	0.0	3	0
CC(=O)N1c2ccc(S(=O)(=O)N3CCC(C(=O)Nc4cc(C)cc(C)c4)CC3)cc2CC1C (configuration not stated)	12	-6	-21	0.0	41	/	-2	-4
CCCC#Cc1ccc([C@H]2[C@@H](CO)N(C(C)=O)[C@@H]2CNC(=O)C2CCC2)cc1	/	4	-51	0.1	-1	-0.1	/	-3

Screens from PubChem BioAssay.
